Bioassay records deposited in PubChem by Broad Institute.
ERp5 block – inhibitors of ERp5-driven insulin aggregation, primary screen, biochemical, turbidity, absorbance 650 nm, single point; AID 651711, 2012; Protein disulfide-isomerase A6 (Homo sapiens), Q15084; hit rate 0.05% among 350,000; 90 min; inhibition, % at 9.99 µM;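 active = mean replicate inhibition above about 25%, with every replicate also reaching it, limit read from the data, passing the limit was not always enough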
Target sequence (Q15084 whole entry, looked up): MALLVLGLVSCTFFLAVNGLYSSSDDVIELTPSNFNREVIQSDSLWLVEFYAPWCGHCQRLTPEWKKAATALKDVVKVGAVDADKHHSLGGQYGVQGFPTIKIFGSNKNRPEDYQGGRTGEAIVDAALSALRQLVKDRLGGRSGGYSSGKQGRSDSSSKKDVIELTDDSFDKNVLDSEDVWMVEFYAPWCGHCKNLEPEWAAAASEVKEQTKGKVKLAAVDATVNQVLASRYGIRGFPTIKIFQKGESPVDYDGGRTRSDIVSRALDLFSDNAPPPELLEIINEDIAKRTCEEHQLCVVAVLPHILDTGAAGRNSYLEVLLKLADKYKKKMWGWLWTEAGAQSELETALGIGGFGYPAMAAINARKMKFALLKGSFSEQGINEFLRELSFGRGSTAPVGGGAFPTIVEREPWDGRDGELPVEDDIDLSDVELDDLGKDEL
SIRT5 block – SIRT5 desuccinylase inhibitors, primary screen, biochemical, fluorescence imaging, single point, set 5 | inhibition, % at 15 µM | Purified SirT5, succinyl-peptide AMC, trypsin-coupled fluorescence | AID 652115, 2013 | hit rate 1.1% among 330,000 | NAD-dependent protein deacylase sirtuin-5, mitochondrial (Homo sapiens), Q9NXA8; in the data active = inhibition above about 15%
Target sequence (Q9NXA8 whole entry, looked up): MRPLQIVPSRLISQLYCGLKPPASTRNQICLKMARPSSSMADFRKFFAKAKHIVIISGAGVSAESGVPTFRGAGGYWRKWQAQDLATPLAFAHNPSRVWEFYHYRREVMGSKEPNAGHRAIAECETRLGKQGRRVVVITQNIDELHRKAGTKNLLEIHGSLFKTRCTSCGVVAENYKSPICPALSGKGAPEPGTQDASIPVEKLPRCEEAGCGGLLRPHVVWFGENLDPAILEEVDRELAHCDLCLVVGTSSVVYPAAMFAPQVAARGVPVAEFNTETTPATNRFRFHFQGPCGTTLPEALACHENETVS
Active calls of the source: *; & = joins results of further samples. A portion of the library, so the mix of outcomes need not match the whole.

ERp5 block	SIRT5 block	SMILES
-2	-6	O=C(NCc1ccccn1)[C@@H]1CCCN1C(=O)[C@@H]1CCCN1C(=O)c1cccc2ccccc12
3	0	CN1CCN(C(=O)CCN2C(=O)S/C(=C/c3ccc(Cl)cc3)C2=O)CC1
-3	1	CCOC(=O)CCNC(=O)N1CCCC(CCC(=O)N(C)CCc2ccccn2)C1 (stereo not drawn)
-2	-1	Cc1ccccc1-c1ccc2c(c1)[C@@H]1C[C@H](N(C)S(=O)(=O)c3ccc(Cl)cc3)[C@H]([C@H](C)O)CN1CC2
-3	11	COc1cc(/C=C2\CC/C(=C\c3ccc(OCCO)c(OC)c3)C2=O)ccc1OCCO
-8	-3	COCC(=O)N1CC(=O)N2[C@H](CO)[C@H](c3ccc(C#Cc4cccc(OC)c4)cc3)[C@H]2C1
1	9	COc1ccc2c3c([nH]c2c1)[C@@H](CO)N(C(=O)CN(C)C)CC31CCN(CC2CC2)CC1
-4	-1	CCC(=O)N1[C@@H](CO)[C@@H](c2ccccc2)C12CN(Cc1cc(F)ccc1F)C2
-2	5	COc1ccc2c3c(n(C)c2c1)[C@H](CO)N(Cc1ccccc1F)CC31CCN(C(=O)C2CCCC2)CC1
3	3	O=C(C[C@H]1CC[C@@H](NC(=O)C2CCOCC2)[C@H](CO)O1)NCc1ccncc1
-1	3	O=C1CN(Cc2ccc(F)cc2)C[C@H]2[C@@H](c3ccc(Br)cc3)[C@@H](CO)N12
-4	1	COc1ccc2c3c([nH]c2c1)[C@@H](CO)N(Cc1ccccc1F)CC31CCN(CC2CC2)CC1
2	0	CN(C)CCCNC(=O)C[C@H]1CC[C@@H]2[C@H](COC[C@@H](O)CN2CC2CCCCC2)O1
-1	19*	C[C@H]1CN([C@@H](C)CO)C(=O)c2ccccc2-c2ccccc2CO[C@@H]1CN(C)Cc1cccc(C(F)(F)F)c1
2	-1	CCC(c1nnnn1-c1ccc2c(c1)OCCO2)N1CCN(c2ccccc2)CC1 (stereo not drawn)
-2	-2	CCCNC(=O)N1CC2(C1)[C@@H](c1ccccc1)[C@@H](CO)N2C(=O)CC1CC1
2	1	CC1=C(C(=O)OCc2ccc(C)cc2)C(c2ccc(O)c([N+](=O)[O-])c2)NC(=O)N1 (stereo not drawn)
-1	-9	Nc1[nH]c(C(=O)c2ccccc2)c(-c2ccc(Cl)cc2)c1C(=O)NCc1ccccc1
-1	4	CC(=O)N1CC(=O)N2[C@H](C1)[C@@H](c1ccc(-c3ccc(C#N)cc3)cc1)[C@@H]2CO
5	-3	N#C[C@@H]1[C@H](c2ccccc2C2=CCCCC2)[C@@H](CO)N1C(=O)C1CCOCC1
2	1	C/C=C/c1ccc([C@H]2[C@@H](CO)N(C(=O)C3CCC3)[C@@H]2CNC(=O)NC(C)C)cc1
-1	3	CN(C)C(=O)c1ccc(-c2ccc([C@@H]3[C@H]4CN(C(=O)CC5CC5)CC(=O)N4[C@H]3CO)cc2)cc1
4	-2	O=C(c1cccnc1)N1CC2(C1)[C@@H](c1ccccc1)[C@H](CO)N2C(=O)C1CCC1
-1	1	COCc1[nH]nc2c1C(c1ccc(C)cc1)N(Cc1ccccc1)C2=O (stereo not drawn)
6	-1	CC(C)C[C@H]1CN(CCCC[C@@H]2CNC(=O)C(=O)N2CC2CCCCC2)C(=O)C(=O)N1CCc1ccc(O)cc1
3	-1	COc1ccc(NC(=O)N2CC3(C2)CN(C(=O)c2cccnc2)[C@H](CO)c2[nH]c4cc(OC)ccc4c23)cc1
-10	-1	N/C(=N\OC(=O)c1cc(-c2ccccc2)nc2ccccc12)c1ccccn1
-9	-79	CCNC(=O)[C@H]1[C@H](CO)[C@H]2Cn3c(ccc(/C=C/c4ccccc4)c3=O)[C@@H]1N2C(=O)C1CCCC1
-5&3	3&11	CC(C)NC(=O)N1Cc2cc(C(=O)NC3CCCC3)nc(-c3cccc(-c4cccnc4)c3)c2[C@@H]1CCO
5	1	O=C(NC1CCCCC1)N1CC(=O)N2[C@H](CO)[C@H](c3ccc(-c4cccc(F)c4)cc3)[C@@H]2C1
-7	0	CC(=O)N1CC2(C1)[C@@H](c1ccc(-c3ccc(C#N)cc3)cc1)[C@@H](CO)N2C(=O)C1CC1
-8	-6	O=C(NC1CCCCC1)C1c2ccccc2OCC(=O)N1Cc1ccccc1 (stereo not drawn)
-6	1	CCN1CC(=O)N2[C@H](CO)[C@@H](c3ccc(-c4ccccc4F)cc3)[C@H]2C1
4	-9	CCCCNC(=O)c1nc(C2CCN(S(=O)(=O)c3ccc(Cl)cc3)CC2)oc1-c1ccccc1
0&1	1&9	Cc1cccc(S(=O)(=O)N2[C@@H]3CNC[C@H]2C3c2ccc(-c3cccnc3)cc2)c1 (stereo partly drawn)
6	1	CCc1ccc(C(=O)N/N=C/c2cccc3ccccc23)nc1
3&5	6&-5	CCCNC(=O)c1cc2c(c(-c3cccc(-c4cc5ccccc5o4)c3)n1)[C@@H](CCO)N(C(=O)NC(C)C)C2
1	0	CN(C)CC(=O)N1[C@H](CO)[C@@H](c2ccccc2)C12CN(C(=O)c1ccc(F)cc1)C2
2	2	O=C(Cc1ccccn1)N1CC(=O)N2[C@H](C1)[C@@H](c1ccc(-c3ccc(F)cc3)cc1)[C@@H]2CO
1	1	CCC(=O)N1CC(=O)N2[C@@H](CO)[C@H](c3ccc(C#CC4CCCCC4)cc3)[C@@H]2C1
-2	6	c1cc(CN2[C@@H]3CNC[C@H]2C3c2ccc(-c3ccncc3)cc2)cc(-c2ccncc2)c1 (stereo partly drawn)
-7	1	O=C(c1cnccn1)N1CC(=O)N2[C@H](CO)[C@@H](c3ccc(-c4cccc(F)c4)cc3)[C@H]2C1
0	-2	O=C(c1ccccc1)N1[C@@H](CO)[C@@H](c2ccccc2)C12CN(CCC(F)(F)F)C2
9	-1	COc1ccc(Cc2c(-c3cccc(Br)c3)nc3cc(C)c(Br)c(C)n23)c(C)c1
1	0	COc1ccc(-c2ccccc2[C@H]2[C@@H](C#N)N(C(=O)NC(C)C)[C@H]2CO)cc1
0	6	C[C@H](O)[C@@H]1C(=O)N2CCc3c([nH]c4c(-c5ccccc5)cccc34)[C@@H]2C[C@@H]1N(C)C(=O)OCc1ccccc1
-2	-1	CC(C)CC#Cc1ccc([C@H]2[C@@H](CO)N3C(=O)CN(C(=O)Nc4cc(F)ccc4F)C[C@H]23)cc1
4	-87	Cc1cc(-c2ccc(C(=O)O)s2)cnc1N
17	-1	COc1ccc(Nc2c(C3CC3)nc3nc(C)cc(C)n23)cc1
3&-1	-1&5	Cc1ccc(S(=O)(=O)N2[C@@H]3CNC[C@H]2C3c2ccc(/C=C/c3ccccc3)cc2)cc1 (stereo partly drawn)
11	-3	COCC#Cc1ccc(CC[C@H]2O[C@H]3CC[C@H](CO)O[C@H]3C[C@H]2n2cc(C(C)(C)O)nn2)cc1
4	-1	COc1cc(C(=O)Nc2ccc3ccccc3c2)cc(OC)c1OC
-6	-1	COC[C@H]1CCCN1c1ccc2c(c1)O[C@H](COCc1ccccc1)CN([C@@H](C)c1ccccc1)S2(=O)=O
-6	-3	COc1cccc(CN2CC3(CCN(Cc4ccccn4)CC3)c3c([nH]c4cc(OC)ccc34)[C@H]2CO)c1
1	3	CSc1ccccc1C(=O)C1CCCN(Cc2cnn(-c3ccccc3)c2)C1 (stereo not drawn)
6	-4	O=C1CN(Cc2ccccc2)C[C@@H]2[C@H](c3ccc(Br)cc3)[C@H](CO)N12
-3	-14	C=CCOC(=O)Nc1nc(CCNC(=O)OCc2ccccc2)c(C(=O)OC)s1
-4	0	O=C1NC[C@H](Cc2ccccc2)N(C[C@@H]2CCCN2C[C@H](Cc2ccc(O)cc2)N2C[C@H](Cc3ccc(O)cc3)N(CCc3ccccc3)C(=O)C2=O)C1=O
1	-1	O=C(N[C@H](Cc1ccccc1)C(=O)N1CCCN(Cc2cccs2)CC1)[C@H]1O[C@@H](n2ccc(=O)[nH]c2=O)[C@H](O)[C@@H]1O
0	-7	COc1ccc2c3c(n(C)c2c1)[C@@H](CO)N(C(=O)CC1CC1)CC31CCN(C(=O)NC(C)C)CC1

Following part
ERp5 block	SIRT5 block	SMILES
6	0	CC(C)CNc1cccc2c1S(=O)(=O)N[C@H](C)CO2
9	0	CO[C@@H]1CN(C)C(=O)c2cc(NC(=O)NC3CCCC3)ccc2OC[C@H](C)NC[C@@H]1C
0	-3	Cc1nc(N2CCOCC2)nc(OCCN(C)C)c1[N+](=O)[O-]
0	3	C[C@@H]1CN([C@H](C)CO)C(=O)c2cc(-c3ccccc3)cnc2O[C@H]1CN(C)C(=O)c1cccnc1
1	-5	COc1cc(CN2CC3(CN(C(=O)c4cccnc4)C3)c3c([nH]c4cc(OC)ccc34)[C@@H]2CO)cc(OC)c1
-3	2	O=C(Cc1ccccc1)N1CC(=O)N2[C@@H](CO)[C@@H](c3ccc(C#Cc4ccccc4)cc3)[C@@H]2C1
0	1	COc1cccc(C#Cc2ccc3c(c2)[C@H]2[C@H](CCN2S(=O)(=O)c2ccc(C)cc2)[C@H](CO)N3)c1
-3	8	COc1ccc2c3c(n(C)c2c1)[C@H](CO)N(CC1CC1)CC31CCN(S(=O)(=O)c2cn(C)cn2)CC1
1	1	C=CCNC(=S)NCCCCC1NC(=S)N(CC=C)C1=O (stereo not drawn)
0	-1	CC(=O)N1[C@@H](CO)[C@@H](c2ccccc2)C12CN(S(=O)(=O)c1ccccc1)C2
-1	-2	NC(=O)NC(=O)COC(=O)c1ccc(OC(F)(F)F)cc1
-2	-3	CCCC#Cc1ccc([C@@H]2[C@@H](CO)N3C(=O)CN(C(=O)Cc4cccnc4)C[C@H]23)cc1
-20	5	CC(C)CC#Cc1ccc([C@H]2[C@H](CO)N3C(=O)CN(S(=O)(=O)c4ccccc4)C[C@@H]23)cc1
10	-3	COc1cccc(-c2oc3c(c2C(=O)OCCN2CCCCC2)C(O)CCC3)c1 (stereo not drawn)
-7	-5	COCC(=O)N1CC(=O)N2[C@H](CO)[C@@H](c3ccc(C#CCc4ccccc4)cc3)[C@H]2C1
0	-2	O=C(C[n+]1ccc2ccccc2c1)c1cccc2ccccc12
1	0	COC(=O)c1cccc(OCCCN2CCC(C(O)(c3ccccc3)c3ccccc3)CC2)c1
-5	5	O=C(CC1CC1)N1CC(=O)N2[C@H](C1)[C@@H](c1ccc(C#Cc3cccc(F)c3)cc1)[C@@H]2CO
-1	6	O=C(O)CCCNC(=O)CC1S/C(=N/N=C/c2ccccc2O)NC1=O (stereo not drawn)
2	0	O=C(c1cccnc1)N1CC2(C1)[C@H](c1ccccc1)[C@@H](CO)N2Cc1ccccc1
-6	-5	COc1ccc(-c2ccc([C@H]3[C@H]4CN(C(=O)Cc5ccccn5)CC(=O)N4[C@H]3CO)cc2)cc1
5	2	COc1ccc2c3c(n(C)c2c1)[C@@H](CO)NCC31CN(C(=O)c2cccc(F)c2)C1
-3	-2	Clc1ccc(CN2CCN(c3ncc(Cc4ccccc4)cn3)CC2)c(Cl)c1
1	2	C/C=C/c1ccc([C@@H]2[C@H](CO)N(C(=O)C3CCCC3)C23CN(C(=O)NC(C)C)C3)cc1
1	-2	Cc1c(C(=O)N/N=C/c2ccccc2)[nH]c2ccc(Cl)cc12
0	-6	CCCOc1ccc(C(O)CCNC(CC(=O)O)c2ccccc2)cc1 (stereo not drawn)
1	6	N#C[C@H]1[C@@H](c2ccccc2C2=CCCC2)[C@@H](CO)N1C(=O)C1CC1
1	0	COC(=O)c1c(NC(=O)CC2SC(N)=NC2=O)sc(C)c1C (stereo not drawn)
-1	6	CCC(=O)N1CC2(C1)[C@H](c1ccccc1)[C@H](CO)N2C(=O)c1cccnc1
1	-2	Cc1cc(NC(=O)CSc2nc3cc(Cl)ccc3c(=O)n2C(C)C)no1

Part of the list above in order of heavy-atom count, largest number first.
ERp5 block	SIRT5 block	SMILES
1	-5	COc1cc(CN2CC3(CN(C(=O)c4cccnc4)C3)c3c([nH]c4cc(OC)ccc34)[C@@H]2CO)cc(OC)c1
-3	2	O=C(Cc1ccccc1)N1CC(=O)N2[C@@H](CO)[C@@H](c3ccc(C#Cc4ccccc4)cc3)[C@@H]2C1
9	0	CO[C@@H]1CN(C)C(=O)c2cc(NC(=O)NC3CCCC3)ccc2OC[C@H](C)NC[C@@H]1C
2	0	O=C(c1cccnc1)N1CC2(C1)[C@H](c1ccccc1)[C@@H](CO)N2Cc1ccccc1
-3	-2	Clc1ccc(CN2CCN(c3ncc(Cc4ccccc4)cn3)CC2)c(Cl)c1
0	-1	CC(=O)N1[C@@H](CO)[C@@H](c2ccccc2)C12CN(S(=O)(=O)c1ccccc1)C2
0	-6	CCCOc1ccc(C(O)CCNC(CC(=O)O)c2ccccc2)cc1 (stereo not drawn)
1	6	N#C[C@H]1[C@@H](c2ccccc2C2=CCCC2)[C@@H](CO)N1C(=O)C1CC1
0	-2	O=C(C[n+]1ccc2ccccc2c1)c1cccc2ccccc12
0	-3	Cc1nc(N2CCOCC2)nc(OCCN(C)C)c1[N+](=O)[O-]
1	1	C=CCNC(=S)NCCCCC1NC(=S)N(CC=C)C1=O (stereo not drawn)
6	0	CC(C)CNc1cccc2c1S(=O)(=O)N[C@H](C)CO2

The listing continues.
ERp5 block	SIRT5 block	SMILES
-12	-1	O=C1CN(S(=O)(=O)Cc2ccccc2)C[C@H]2[C@@H](c3ccc(C#CC4CC4)cc3)[C@@H](CO)N12
8	-2	O=C(NCc1ccccc1)C1C(c2ccc3c(c2)OCO3)=Nc2ccccc2N1C(=O)c1cccc2ccccc12 (stereo not drawn)
-12	-7	O=C(Nc1ccccc1)N[C@H]1CC[C@H](CCn2cc(-c3ccccc3F)nn2)O[C@@H]1CO
6	-3	CC(=O)N1[C@H](CO)[C@H](c2ccc(-c3cncnc3)cc2)[C@@H]1CN(C)C(=O)C1CC1
2	0	Cc1cc2nc(-c3cccc(Cl)c3)c(CC3CCCCC3)n2c(C)c1Br
